Calb biofilm kill – kills Candida albicans biofilms; C. albicans biofilm + clotrimazole, Alamar Blue; inhibition, % at 6 µM; actives 0.14% (n = 85,000); AID 834;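 active means inhibition above 20%; inactive means inhibition below 20%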;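 further: preformed 24 hr biofilms exposed to compound for 48 hr; 0% = biofilm without compound and 100% = blank killed by clotrimazole plus chlorhexidine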
* hit, by the source's call; & = joins results of further samples.

SMILES	Calb biofilm kill
COCCN1C(=O)c2ccccc2C(C(=O)NCCCN2CCCC2)C1c1c[nH]c2ccccc12 (configuration not stated)	11
COc1ccc2c(c1)n([O-])c1c([n+]2=O)CCC1	1
C[C@@H]1CCC[C@H](C)N1NC(=O)c1ccc(Cl)c(S(N)(=O)=O)c1	8
Cc1noc(C)c1CSc1nnc2n(-c3ccccc3)c(=O)c3ccccc3n12	6
CN(C)CCOC(c1ccccc1)c1ccccc1	7
CCO/C([O-])=N/c1c[n+](N2CCOCC2)no1	8
COc1ccccc1-c1noc(CCC(=O)Nc2cccc(C(F)(F)F)c2)n1	1
CCCn1c(=O)c(C(=O)Nc2nnc(C)s2)c(O)c2ccccc21	-8
Cc1ccc(-c2cc3c(nn2)-c2ccccc2C3=O)cc1	3
CC(=O)C(Sc1nc(-c2ccco2)nc2c1c(=O)n(C)c(=O)n2C)C(=O)N(C)C (configuration not stated)	7
CC(C)N1C(=O)CCC1C(=O)N1CCN(c2ccccn2)CC1 (configuration not stated)	6
Cc1ccc(C2C(C(=O)O)c3ccccc3C(=O)N2C)c(C)c1 (configuration not stated)	0
NS(=O)(=O)c1cc2c(cc1Cl)NC(C1C[C@H]3C=C[C@@H]1C3)NS2(=O)=O (some centres not stated)	11
CN(CCCCCC(=O)/C=N/O)Cc1ccccc1	10
CCn1cc(C(=O)N2CC(C)CC(C)C2)c(=O)c2cc(S(=O)(=O)N(C)C)ccc21 (configuration not stated)	4
CC1=C(C(=O)OC2CCCCC2)C(c2cccnc2)n2nnnc2N1 (configuration not stated)	8
CCOC(=O)CCC(=O)O[C@H]1[C@H](O[C@@H]2[C@@H](C)[C@H](O[C@H]3C[C@@](C)(OC)[C@@H](O)[C@H](C)O3)[C@@H](C)C(=O)O[C@H](CC)[C@@](C)(O)[C@H](O)[C@@H](C)C(=O)[C@H](C)C[C@@]2(C)O)O[C@H](C)C[C@@H]1N(C)C	13
COc1ccc(OCC(O)Cn2c(Nc3cccc(C)c3)nc3c2c(=O)n(C)c(=O)n3C)cc1 (configuration not stated)	-3
CCOc1ccc(C2CC(c3ccc(F)cc3)n3ncnc3N2)cc1 (configuration not stated)	7
Cc1cc(NCc2ccc3c(c2)OCO3)n2nc(C)nc2n1	8
CC1(C)O[C@@H]2C[C@H]3[C@@H]4CCC5=CC(=O)C=C[C@]5(C)[C@@]4(F)[C@@H](O)C[C@]3(C)[C@]2(C(=O)CO)O1	8
Cc1cc(NC(=O)CN2CCCCC2C)nc2c1c(=O)oc1ccccc12 (configuration not stated)	3
O=C(c1cc2nc3c(c(C(F)(F)F)n2n1)CCc1ccccc1-3)N1CCN2CCCC2C1 (configuration not stated)	4
COc1ccc(C2C(C(=O)c3sc(C)nc3C)=C(O)C(=O)N2CCCn2ccnc2)cc1 (configuration not stated)	5
Nc1ccc2[nH]ncc2c1	1
O=C(CCN1CCN(CCC(=O)c2ccccc2)CC1)c1ccccc1	6
COc1ccc(OC)c(NC(=O)Cn2cnc3c(cnn3-c3ccccc3)c2=O)c1	5
CCCn1c(CN2CCN(C(=O)OCC)CC2)nc2c1c(=O)n(C)c(=O)n2C	4
O=C(NCc1cccnc1)c1cccc2c1C(=O)N(C1CCCCC1)C2	4
CSC1=C(C#N)C(C)CC(=O)N1 (configuration not stated)	12
CCCCCn1c(=NC(C)=O)c(C#N)cc2c(=O)n3cccc(C)c3nc21	7
CCOC(=O)N1CCN(CC(=O)Nc2cc(OCC)ccc2OCC)CC1	-4
O=C(NCC1CCCO1)c1nnc(Cc2ccc(F)cc2)o1 (configuration not stated)	-1
COc1ccc(C(=O)Nc2cccnc2)cc1C(=O)Nc1cccnc1	7
Cn1c(=O)[nH]c(=O)c2c1nc(CN1CCN(c3ccc(F)cc3)CC1)n2CCN1CCOCC1	1
Cc1[nH]c(C(=O)N2CCCCC2)c(C)c1C(=O)NC1CCCCC1	7
CC1(C)S[C@@H]2[C@H](NC(=O)C(C(=O)O)c3ccccc3)C(=O)N2[C@H]1C(=O)O (some centres not stated)	11
CC(=O)NC(Cc1ccccc1C)C(=O)NC1CCN(c2c3c(nc4ncnn24)CCC3)CC1 (configuration not stated)	4
CCS(=O)(=O)N1CCC(C(=O)NCCN2CCOCC2)CC1	5
Cc1n[nH]c(C)c1S(=O)(=O)N1CCCC(C(=O)NC2CCCCC2)C1 (configuration not stated)	8
Cc1ccc2nc(N3CCOCC3)c3nncn3c2c1	1
CCOC(=O)c1[nH]c2ccc(C)cc2c1N	4
O=S(=O)(c1ccc(F)cc1)N1CCN(Cc2ccccc2C(F)(F)F)CC1	10
CCc1nc(SCC(=O)N2CCc3ccccc32)c2oc3ccccc3c2n1	4
Cn1c(=O)oc2cc(S(=O)(=O)Nc3cccc(F)c3)ccc21	-3
N=c1c(C(=O)NC2CCCCC2)cc2c(=O)n3ccccc3nc2n1CCN1CCOCC1	8
CC(C[N+](C)(C)C)OC(N)=O (configuration not stated)	6
COc1ccccc1C1NC(=O)NC(C)=C1C(=O)OC1CCCCC1 (configuration not stated)	2
O=c1[nH]c(=O)n(C2CCCO2)cc1F (configuration not stated)	9
CCN(CC)CCCNC(CC(=O)O)C(=O)O (configuration not stated)	3
COc1cccc(/C=N/Nc2snc(SC)c2C#N)c1O	-3
CC(C)Sc1nnc(Cn2c(=O)sc3ccccc32)n1-c1ccccc1	-8
COC(=O)c1ccccc1NC(=O)Nc1nnc(N2CCCCC2C)s1 (configuration not stated)	1
CN(C)[C@@H]1C(=O)C(C(N)=O)=C(O)[C@@]2(O)C(=O)C3=C(O)c4c(O)ccc(Cl)c4[C@@H](O)[C@H]3C[C@@H]12	30*
Cc1ccc(C2c3c(oc4ccc(C)cc4c3=O)C(=O)N2CCCN2CCOCC2)cc1 (configuration not stated)	0
CC(C)OCCCNC(=O)c1ccc2c(c1)ncn2C1CCCC1	12
CCOC(=O)CCCCNCc1ccccc1	-3
[O-]/[N+](=C\c1ccncc1)c1ccc(Br)cc1	9
Cc1cc(Nc2ccc(F)c(Cl)c2)n2nc(C)nc2n1	2
CC1CCc2cc(F)cc3c(=O)c(C(=O)O)cn1c23 (configuration not stated)	7

Other compounds.
SMILES	Calb biofilm kill
Cc1ccc(C)c(N2CCN(C(=O)c3cc(S(=O)(=O)N4CCOCC4)ccc3F)CC2)c1	10
CC(C)(S)[C@@H](N)C(=O)O	11
CC(=O)N1CCN(c2ccc(Oc3nc(-c4ccccc4)nc4ccccc34)cc2)CC1	2
c1ccc(-c2nc3cc(Oc4ccc5oc(-c6ccccn6)nc5c4)ccc3o2)nc1	10
O=c1cc(O)c2c(=O)n3c4c(cccc4c2o1)CCC3	11
COc1ccccc1CNC(=O)C1CCN(Cc2nc(-c3ccc(Cl)cc3)oc2C)CC1	0
Cc1nnc(SCCn2c(N3CCCCC3)nc3c2c(=O)[nH]c(=O)n3C)s1	4
CCCCN1C[C@H](O)[C@@H](O)[C@H](O)[C@H]1CO	9
CCN(CC)Cc1c[nH]c2c(C(=O)OC)cccc12	6
NS(=O)(=O)c1cc2c(cc1Cl)NC(C(Cl)Cl)NS2(=O)=O (configuration not stated)	11
Nc1nc(Cl)nc2c1ncn2[C@H]1C[C@H](O)[C@@H](CO)O1	7
O=C(O)c1ccccc1S	2

An excerpt from above in order of formula weight, smallest number first:
SMILES	Calb biofilm kill
CC(C)(S)[C@@H](N)C(=O)O	11
O=C(O)c1ccccc1S	2
CC(C[N+](C)(C)C)OC(N)=O (configuration not stated)	6
O=c1[nH]c(=O)n(C2CCCO2)cc1F (configuration not stated)	9
CCCCN1C[C@H](O)[C@@H](O)[C@H](O)[C@H]1CO	9
CCOC(=O)CCCCNCc1ccccc1	-3
CCN(CC)CCCNC(CC(=O)O)C(=O)O (configuration not stated)	3
CCN(CC)Cc1c[nH]c2c(C(=O)OC)cccc12	6
CC1CCc2cc(F)cc3c(=O)c(C(=O)O)cn1c23 (configuration not stated)	7
O=c1cc(O)c2c(=O)n3c4c(cccc4c2o1)CCC3	11
Nc1nc(Cl)nc2c1ncn2[C@H]1C[C@H](O)[C@@H](CO)O1	7
COc1cccc(/C=N/Nc2snc(SC)c2C#N)c1O	-3
Cn1c(=O)oc2cc(S(=O)(=O)Nc3cccc(F)c3)ccc21	-3
CC(C)OCCCNC(=O)c1ccc2c(c1)ncn2C1CCCC1	12
COc1ccccc1C1NC(=O)NC(C)=C1C(=O)OC1CCCCC1 (configuration not stated)	2
COC(=O)c1ccccc1NC(=O)Nc1nnc(N2CCCCC2C)s1 (configuration not stated)	1
NS(=O)(=O)c1cc2c(cc1Cl)NC(C(Cl)Cl)NS2(=O)=O (configuration not stated)	11
CC(C)Sc1nnc(Cn2c(=O)sc3ccccc32)n1-c1ccccc1	-8
c1ccc(-c2nc3cc(Oc4ccc5oc(-c6ccccn6)nc5c4)ccc3o2)nc1	10
Cc1nnc(SCCn2c(N3CCCCC3)nc3c2c(=O)[nH]c(=O)n3C)s1	4
CC(=O)N1CCN(c2ccc(Oc3nc(-c4ccccc4)nc4ccccc34)cc2)CC1	2
Cc1ccc(C2c3c(oc4ccc(C)cc4c3=O)C(=O)N2CCCN2CCOCC2)cc1 (configuration not stated)	0
N=c1c(C(=O)NC2CCCCC2)cc2c(=O)n3ccccc3nc2n1CCN1CCOCC1	8
COc1ccccc1CNC(=O)C1CCN(Cc2nc(-c3ccc(Cl)cc3)oc2C)CC1	0
Cc1ccc(C)c(N2CCN(C(=O)c3cc(S(=O)(=O)N4CCOCC4)ccc3F)CC2)c1	10

More records follow.
SMILES	Calb biofilm kill
O=c1[nH]c(C2CCCN(S(=O)(=O)c3ccccc3)C2)nc2c1nnn2Cc1ccccc1F (configuration not stated)	-4
COc1cc(-c2nnc3sc(-c4ccccn4)nn23)cc(OC)c1OC	-1
CO[C@H]1C=CO[C@@]2(C)Oc3c(C)c(O)c4c(O)c(c(C=NN5CCN(C)CC5)c(O)c4c3C2=O)NC(=O)C(C)=CC=C[C@H](C)[C@H](O)[C@@H](C)[C@@H](O)[C@@H](C)[C@H](OC(C)=O)[C@@H]1C	30*
COC(=O)c1ccc2c(c1)NC1=C(C(=O)CC(C)(C)C1)C(c1ccncc1)N2 (configuration not stated)	8
Cc1cc(NC(=O)CSCc2nc(-c3cccc(Cl)c3)oc2C)no1	2
COc1cccc(NC(=O)Nc2nnc(N3CCCCC3C)s2)c1 (configuration not stated)	9
Cn1c(=O)c2[nH]c(-c3ccccc3)nc2n(C)c1=O	14
Cc1nc(Nc2ncc3c(n2)CCCC3=O)nc2ccccc12	0
Cc1oc(-c2cc(Cl)ccc2Cl)cc1-c1nn2c(C)nnc2s1	11
Oc1c(C(c2ccc(F)cc2)N2CCc3ccccc3C2)sc2ncnn12 (configuration not stated)	13
c1c2c(cc3sc(N4CCCCC4)nc13)OCCO2	4
Cc1cccc(NC(=O)c2ccc(S(=O)(=O)N3CCCCC3)cc2)n1	9
Cc1nn(C)c(C)c1S(=O)(=O)N(CC(=O)Nc1ccccn1)c1ccc(C(C)C)cc1	-5
COc1ccc(NC(=O)CSc2nnc(Cn3c(=O)sc4ccccc43)n2C)c(OC)c1	11
CC(=O)O[C@]1(C(C)=O)CC[C@H]2[C@@H]3C=C(Cl)C4=CC(=O)CC[C@]4(C)[C@H]3CC[C@@]21C	9
O=C(c1ccco1)N1CCN(C(=O)c2cccn3c(=O)c4c5c(sc4nc23)CCCC5)CC1	8
COc1ccc(N2CCN(C(=O)CCNS(=O)(=O)c3ccc4c(c3)CCC(=O)N4)CC2)cc1	8
Cc1cccn2c(=O)c3cc(C(=O)N4CCN(c5ccccc5)CC4)n(C)c3nc12	-1
O=C(C1CCN(S(=O)(=O)c2cccnc2)CC1)N1CCN(c2ccc(Cl)cc2)CC1	8
CCSc1nnc(NC(=O)CCn2c(=O)oc3ccccc32)s1	13
CNC(=O)c1cc2c(=O)n3cccc(C)c3nc2n1C	1
Cc1nc(NCCN)c(C#N)c2c1COC(C)(C)C2	-1
CCOC(=O)N1CCC(=C2c3ccc(Cl)cc3CCc3cccnc32)CC1	8
O=c1oc2c3c4c(cc2cc1-c1nc2ccccc2[nH]1)CCCN4CCC3	-1
Cc1cnc(-c2nnc(N(C)C(=O)c3cnccn3)s2)cn1	9
O=C(NCc1ccco1)c1cccn2c(=O)c3cc(Br)ccc3nc12	11
Cc1cc(Nc2ccc(F)cc2F)n2nc(C)nc2n1	2
O=C(CCc1nc2ccccc2[nH]1)Nc1ccc2c(c1)OCCO2	10
CCCCOc1ccc(-c2nnc(N)s2)cc1	11
COc1ccccc1N1CCN(C(CNS(=O)(=O)c2cc(F)ccc2F)c2cccnc2)CC1 (configuration not stated)	5
O=C(c1cnc2n(c1=O)CCS2)N1CCc2ccccc21	-1
COC(=O)c1ccc(C(=O)OC)c(NC(=O)c2oc(C)nc2C)c1	12
Cc1ccccc1NC(=O)c1ocnc1C	3
Oc1c(I)cc(Cl)c2cccnc12	3
Cc1cc(N2CCCC2)n2nc(C)nc2n1	13
CC(=O)OCC(=O)[C@H]1CC[C@H]2[C@@H]3CCC4=CC(=O)CC[C@]4(C)[C@H]3CC[C@]12C	3
CN(C)CCCN(CCCNC(=O)/C=N/O)Cc1ccccc1	5
COc1ccc(OC)c(C2/C(=C(/O)c3ccc(C)cc3)C(=O)C(=O)N2Cc2ccco2)c1 (configuration not stated)	9
CCOc1ccc(OCC)c(Nc2cc(C)nc3nc(C)nn23)c1	12
Cc1c(OCC(F)(F)F)ccnc1CS(=O)c1nc2ccccc2[nH]1 (configuration not stated)	15
C[C@]12CCC(=O)C=C1CC[C@@H]1[C@@H]2[C@@H](O)C[C@@]2(C)[C@H]1CC[C@]2(O)C(=O)COC(=O)CCC(=O)O	7&12
Cc1ccc2nc(NC(=O)C3CCCN(S(=O)(=O)c4cccc5nonc45)C3)sc2c1 (configuration not stated)	8
CN(C)CCCNC(CC(=O)Nc1ccc(Cl)cc1)C(=O)O (configuration not stated)	6
Cc1cc(C)n(CC2CC(=O)N(c3cc(Cl)cc(Cl)c3)C2=O)n1 (configuration not stated)	-8
COc1ccc(N(CC(=O)Nc2ccc(S(=O)(=O)N3CCCC3)cc2)S(C)(=O)=O)cc1OC	5

High-throughput results as filed in PubChem BioAssay.

Some of the compounds tested. The share of hits here may be higher or lower than overall.
